Xi reactivation: reactivates the inactive X chromosome in mouse fibroblasts; XiGFP mouse fibroblasts, % GFP-positive cells imaging, 3 d; cells co-treated with 5-aza-dC sensitizer; scaled so ellipticine positive control = 100%; activation, % at 7.58 µM; 360,000 tested, 0.055% active; AID 743238;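 active = mean normalized replicate activation at least 10% and every replicate at or above 10%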;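 also: 0% = median of on-plate neutral control wells and 100% = ellipticine 6 µM median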
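Schedule: 3 d treatment, 15 min room-temperature fixation; system: 68-5-11 XiGFP fibroblast line; buffer or medium: DMEM plus 5-aza-dC sensitizer; control set: ellipticine 6 µM positive control; compound: one concentration, pinned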
esBAF inh: SWI/SNF esBAF complex inhibition | 350,000 tested, 2% active | mouse ES cells, Bmi1-luciferase knock-in reporter, 24 h; 100% = twice the neutral-well signal | reporter increase, % at 12.5 µM; in the data active = activation above about 40%;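 also: 0% = median of the plate's neutral control wells and 100% = double that signal; a rise in the Bmi1 reporter signal indicates esBAF inhibition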
F508del corr: CFTR F508del correction in bronchial cells; CFBE cells, YFP halide quenching; stimulated with forskolin plus potentiator P3; % fluorescence drop versus neutral controls; activity (quench increase), % at 7.58 µM; 350,000 tested, 0.36% active; AID 720511;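 active = mean added fluorescence quench of at least 8% versus neutral control, with both replicates also reaching 8%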;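 also: cells transiently co-express mutant CFTR-F508del with the halide-sensitive YFP; corrector assay measuring rescue of mutant channel to the surface after 24 h compound exposure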
INS-1E GSIS act: GLuc luminescence reporter in INS-1E cells, primary screen for activators of glucose-dependent secretion of insulin. AID 743287. activation, % at 16.6 µM. INS-1E GLuc reporter insulin secretion, 2-3 h. 370,000 tested, 0.61% active;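 active = lowest replicate activation of at least 40%, so every replicate reaches that level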;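 also: 0% = median of neutral control wells and 100% = median of IBMX positive control wells; some compounds called inactive have numbers as strong as hits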
ERAP1 HTS inh: blocks human ERAP1 aminopeptidase activity; recombinant ERAP1, Leu-AMC fluorescence, 60 min; 340,000 tested, 0.15% active; AID 652197; inhibition, % at 10.7 µM;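 active = mean replicate inhibition of at least 30%, or all replicates individually reaching that 30% level; inactive = mean below 30% and not every replicate reaching it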;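 also: 0% = neutral control wells and 100% = L-leucinethiol positive control wells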
Target sequence (Q9NZ08 whole entry, looked up): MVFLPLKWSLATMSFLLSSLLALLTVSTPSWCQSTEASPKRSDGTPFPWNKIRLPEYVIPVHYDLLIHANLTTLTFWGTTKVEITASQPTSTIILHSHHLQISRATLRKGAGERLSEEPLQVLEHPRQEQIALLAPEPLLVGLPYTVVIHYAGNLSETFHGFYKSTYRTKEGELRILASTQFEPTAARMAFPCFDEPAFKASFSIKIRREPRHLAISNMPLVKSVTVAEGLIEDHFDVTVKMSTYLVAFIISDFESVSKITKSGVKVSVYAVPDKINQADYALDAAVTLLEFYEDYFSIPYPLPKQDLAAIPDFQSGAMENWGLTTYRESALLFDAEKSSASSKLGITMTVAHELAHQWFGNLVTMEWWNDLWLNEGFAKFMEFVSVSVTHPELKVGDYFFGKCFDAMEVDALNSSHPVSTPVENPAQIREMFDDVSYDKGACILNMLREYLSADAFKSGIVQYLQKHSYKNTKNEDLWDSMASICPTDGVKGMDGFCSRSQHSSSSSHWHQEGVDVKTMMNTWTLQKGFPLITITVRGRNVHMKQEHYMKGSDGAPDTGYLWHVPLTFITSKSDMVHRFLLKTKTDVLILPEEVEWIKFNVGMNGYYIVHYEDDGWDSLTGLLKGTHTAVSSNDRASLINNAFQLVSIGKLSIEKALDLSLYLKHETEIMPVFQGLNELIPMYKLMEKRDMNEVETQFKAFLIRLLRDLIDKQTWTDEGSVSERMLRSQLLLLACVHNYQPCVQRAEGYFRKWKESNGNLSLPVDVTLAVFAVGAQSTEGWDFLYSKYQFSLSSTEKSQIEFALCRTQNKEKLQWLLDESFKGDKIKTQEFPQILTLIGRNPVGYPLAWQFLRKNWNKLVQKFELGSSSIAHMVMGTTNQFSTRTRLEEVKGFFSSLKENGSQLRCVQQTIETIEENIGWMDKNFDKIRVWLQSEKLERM
RAD52 inh: RAD52 (human) annealing inhibition. P43351. recombinant RAD52 DNA annealing, FRET fluorescence. inhibition, % at 18.7 µM. 360,000 tested, 0.46% active. AID 651710;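 active = every replicate showing at least 50% inhibition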
ARNT-TACC3 inh: disruptors of human ARNT/TACC3 interaction. inhibition, % at 9.99 µM. AID 623870. AlphaScreen His-ARNT PAS-B/GST-TACC3 binding, luminescence; TACC3 fragment carries E629A point mutation. 390,000 tested, 0.66% active. Q9Y6A5;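 active = mean inhibition of replicates at least 50% and at least half of replicates each reaching 50%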;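 also: 0% = complete ARNT plus TACC3 wells and 100% = ARNT alone without TACC3; many hits fall short of the cut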
RAD54 inh: RAD54 (human) branch migration inhibition; Q92698; RAD54 Holliday junction branch migration, FAM/BHQ fluorescence; inhibition, % at 10.4 µM; 360,000 tested, 0.14% active; AID 602329;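 active = mean normalized replicate activity at least 40 and at least half of replicates scoring 40 or more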;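 also: 0% = median of neutral control wells and 100% = median of positive control wells; inhibitors cause a drop in the FAM fluorescence signal; in these data hits start at about 50%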
* marks the source's active call; other numbers are inactive results; x = no result given; & = joins results of further samples.

SMILES	Xi reactivation	esBAF inh	F508del corr	INS-1E GSIS act	ERAP1 HTS inh	RAD52 inh	ARNT-TACC3 inh	RAD54 inh
Cc1ccc(OC(C)C(=O)Nc2ccccc2C(=O)N2CCOCC2)cc1 (centres undefined)	0.5	-3	3.5	-14	-2	-10	-4	9
C[C@H](CO)N1C[C@H](C)[C@@H](CN(C)C(=O)C2CC2)Oc2ncc(-c3ccc(C(=O)N(C)C)cc3)cc2C1=O	-0.1	-6	0.0	6	-1	6	-2	-7
CCCCCCc1nnc(NC(=O)c2ccco2)s1	0.0	1	0.7	x	-1	-11	7	8
O=C1CCC(=O)N1CCC(c1ccc(F)cc1)c1ccco1 (centres undefined)	x	-4	0.7	-2	0	-27	-5	-9
C(=N\Nc1nc2ccccc2[nH]1)/c1ccc2c(c1)OCO2	0.0	x	1.2	-6	-1	-5	5	x
COc1ccccc1-c1ccc2c(c1)O[C@@H](CN(C)Cc1ccc3c(c1)OCO3)[C@H](C)CN([C@@H](C)CO)S2(=O)=O	0.5	-5	-1.9	-18	-2	6	-10	-4
CC(C)C#Cc1cnc2c(c1)C(=O)N([C@H](C)CO)C[C@@H](C)[C@H](CN(C)C(=O)c1ccccc1)O2	-0.4	3	1.3	4	-2	-9	0	-1
CCOc1cc(C(=O)NC2CCCCCCC2)cc(OCC)c1OCC	-0.2	x	-0.4	-8	-4	1	0	x
NC(=S)NN=C1c2ccccc2-c2c(F)c(F)c(F)c(F)c21	1.3	x	2.0	x	1	-5	14	x
N/C(=N\OC(=O)Cc1ccc([N+](=O)[O-])cc1)c1cccc(Br)c1	0.1	x	-3.2	1	0	-11	2	x
O=C(CCN1C(=O)/C(=C/c2ccc(Cl)cc2)SC1=S)NC1C=CS(=O)(=O)C1 (centres undefined)	-0.1	6	0.1	8	4	-6	3	12
O=C(N[C@@H]1c2ccccc2CC[C@@H]1OCc1ccccc1)c1ccc(-c2ccccc2)cc1	0.0	-9	-3.2	16	x	-16	-3	-4
O=C(Nc1ccccc1)c1ccccc1CCc1ccccc1	x	-8	x	-22	x	x	-4	9
C[C@H]1CCCCO[C@H](CN(C)CC2CC2)[C@@H](C)CN([C@@H](C)CO)C(=O)c2cc(NC(=O)CCC(F)(F)F)ccc2O1	0.5	x	-2.5	13	-3	8	x	x
CN(C)C(=O)c1ccc(-c2ccc([C@@H]3[C@@H](C#N)N(C(=O)C4CCOCC4)[C@H]3CO)cc2)cc1	0.4	2	-1.5	5	0	-31	-9	10
CCOc1ccc(CCNc2nc3ccc(C)cc3n3cnnc23)cc1OCC	0.3	-1	-0.2	-8	-1	-15	-17	6
CCOC(=O)C1CCN(Cc2ccc(F)cc2)CC1	x	0	-3.4	5	-3	-13	-2	-6
C[C@H]1CN([C@@H](C)CO)C(=O)c2cc(C#CCN(C)C)cnc2O[C@@H]1CN(C)Cc1ccccc1	0.2	1	-0.3	11	-3	2	-4	-3
CC1=C(C(=O)N(C(C)C)C(C)C)CC(CC(=O)NCCc2ccccn2)C(=O)N1CCC1=CCCCC1 (centres undefined)	x	2	2.8	-17	1	-1	x	-1
C[C@@H]1CN([C@H](C)CO)C(=O)c2cccc(NS(=O)(=O)c3cccs3)c2O[C@H]1CN(C)C(=O)Nc1ccc(C(F)(F)F)cc1	x	-3	0.8	x	1	-5	2	11
CCN(CC)S(=O)(=O)c1ccc(C(=O)NCCSc2c[nH]c3ccccc23)cc1	-0.1	2	1.1	x	-3	-2	-1	7
COc1ccc(S(=O)(=O)N2CCC(N3CCCC3)CC2)cc1	0.2	-7	-2.2	-7	-3	-5	-9	-3
Cc1ccc([C@H]2C[C@H](n3cc(-c4ccc(F)cc4)nn3)[C@@H](O)CN2C(=O)c2cccs2)cc1	-0.1	-4	1.9	-20	x	-14	x	-2
O=C(Oc1ccccc1C(=S)N1CCOCC1)c1ccc([N+](=O)[O-])cc1[N+](=O)[O-]	0.2	-4	-1.0	11	-2	-14	-7	-7
Cc1ccc(CNC(=O)CCNC(=O)c2ccc([N+](=O)[O-])cc2)cc1	0.2	-7	0.4	-10	7	-15	x	-9
C[C@@H]1CN([C@H](C)CO)C(=O)c2cc(NC(=O)Nc3ccc(F)cc3)ccc2O[C@@H](C)CCCCO[C@H]1CN(C)C(=O)Nc1ccc(F)cc1	0.4	12	-1.1	-6	3	-20	3	-9
Cc1ccccc1S(=O)(=O)N1CC[C@@H]2[C@@H](CO)N(C)c3ccc(-c4cccc(F)c4)cc3[C@@H]21	0.1	3	0.2	-15	x	x	15	3
CN1CCC(N(C)C(=O)/C(C#N)=C\c2ccc(OC(F)F)cc2)CC1	-0.3	x	-0.4	-6	3	-30	0	x
Cc1cc2c(c(=O)o1)[C@@]1(C(=O)N(C)c3ccc([N+](=O)[O-])cc31)C1=C(CCCC1=O)O2	-0.3	x	1.9	-5	-1	1	x	x
O=C(c1ccc(-c2cccc(C(F)(F)F)c2)o1)N1CCCCCCC1	0.3	x	-0.5	-4	-7	-13	x	x
CCCc1nc2ccccc2c(C(=O)OCC(=O)NCc2ccc3c(c2)OCO3)c1CC	-0.2	x	9.0*	-18	2	-46	x	x
CCn1c(SC)nc2c(c1=O)SC(C)C2 (centres undefined)	x	x	2.4	8	-3	1	-3	x
CSc1ccc(C(O)c2ncc(-c3ccccc3Cl)[nH]2)cc1 (centres undefined)	-0.1	3	-1.0	-19	1	-18	x	7
CO[C@H]1CC[C@H]2CCN(C)C(=O)C[C@H](c3ccccc3)CN(C)C(=O)c3cc(C#N)ccc3OC[C@H]1O2	0.1	-2	x	0	0	-1	-13	-2
Cc1ccc(CSc2ncnc3onc(C)c23)cc1	0.2	x	2.6	16	-6	-17	-10	x
Cc1ccc(-n2cc(-c3ccccc3)c3c(NN4CCOCC4)ncnc32)cc1	-0.1	6	-2.6	11	3	-3	x	-9

Five entries picked at random from those above, as already listed:
SMILES	Xi reactivation	esBAF inh	F508del corr	INS-1E GSIS act	ERAP1 HTS inh	RAD52 inh	ARNT-TACC3 inh	RAD54 inh
CCCc1nc2ccccc2c(C(=O)OCC(=O)NCc2ccc3c(c2)OCO3)c1CC	-0.2	x	9.0*	-18	2	-46	x	x
O=C(c1ccc(-c2cccc(C(F)(F)F)c2)o1)N1CCCCCCC1	0.3	x	-0.5	-4	-7	-13	x	x
CCn1c(SC)nc2c(c1=O)SC(C)C2 (centres undefined)	x	x	2.4	8	-3	1	-3	x
Cc1ccccc1S(=O)(=O)N1CC[C@@H]2[C@@H](CO)N(C)c3ccc(-c4cccc(F)c4)cc3[C@@H]21	0.1	3	0.2	-15	x	x	15	3
CN1CCC(N(C)C(=O)/C(C#N)=C\c2ccc(OC(F)F)cc2)CC1	-0.3	x	-0.4	-6	3	-30	0	x

More structures follow.
SMILES	Xi reactivation	esBAF inh	F508del corr	INS-1E GSIS act	ERAP1 HTS inh	RAD52 inh	ARNT-TACC3 inh	RAD54 inh
Cc1ccc(F)c(S(=O)(=O)NC(=O)C2(C)CCN2C(=O)Cc2cccc3ccccc23)c1 (centres undefined)	0.1	-2	-2.7	x	0	-11	x	4
COc1ccc(O)c(CN2CCCC(N3CCc4ccccc4C3)C2)c1 (centres undefined)	0.0	2	-2.2	26	-1	-7	2	-13
CCOCCCNc1nc2ccccc2[nH]1	x	13	x	6	x	x	-1	-5
C[C@@H]1CN([C@H](C)CO)C(=O)c2cccc(NC(=O)c3ccc(-c4nccs4)cc3)c2O[C@H]1CN(C)C(=O)Nc1ccc(F)cc1	-1.3	5	0.0	7	-1	-14	18	-1
C[C@H](CO)N1C[C@H](C)[C@@H](CN(C)S(=O)(=O)c2ccc(F)cc2)Oc2c(NS(=O)(=O)c3ccccc3)cccc2C1=O	-0.2&-0.1	5	-1.1&1.0	-1&-2	0&-2	11&-10	5	-4
C=CCN=C1NC(c2cccc(C(F)(F)F)c2)C(C(=O)OC)=C(C)N1C (centres undefined)	-0.1	x	0.5	-4	2	-5	x	x
CNC[C@H]1OCCCC[C@@H](C)Oc2ccc(NC(=O)C3CCCCC3)cc2C(=O)N([C@H](C)CO)C[C@@H]1C	0.2	-6	-1.6	-1	4	-18	-6	12
O=C(COC(=O)c1cncc(Br)c1)NCc1ccc2c(c1)OCO2	0.3	0	-0.5	1	1	-41	-1	4
CC(C)(C)c1ccc(OCCCC(=O)Nc2ccc(S(N)(=O)=O)cc2)cc1	0.0	x	0.5	5	-2	-2	-5	-8
COc1ccc(NC(=O)Cn2c3ccc(OC)cc3c3nc4n(c(=O)c32)CCS4)cc1	0.0	5	-3.9	-6	-3	3	-8	13
CCCCCCCNC(=O)C1(CC2CC(c3ccc(Cl)cc3)=NO2)CCN(C(=O)OC(C)(C)C)CC1 (centres undefined)	0.0	-4	1.9	-36	-2	-8	x	11
CC(=O)c1cccc(S(=O)(=O)NCCC(=O)Nc2ccc(S(N)(=O)=O)cc2)c1	0.3	5	-0.4	15	-1	-7	-2	33
CCOC(=O)N1CCN(CC(O)COc2c(OC)cccc2OC)CC1 (centres undefined)	x	1	x	13	x	x	-4	-9
O=C(Nc1ccccc1F)N[C@@H]1CC[C@H](CCNC(=O)C2CC2)O[C@@H]1CO	0.6	1	0.2	2	-1	0	-15	-9
CCNC(=O)C[C@H]1CC[C@H]2[C@@H](COc3ccc(NC(=O)Nc4ccccc4C)cc3C(=O)N2C)O1	0.1	-2	0.9	1	0	15	-1	-2
O=C(N[C@H]1C=C[C@@H](CC(=O)N2CCc3ccccc3C2)O[C@@H]1CO)C1CCOCC1	-0.3	x	-1.6	-1	0	0	x	x
O=C(COC(=O)c1cc(Cl)ccc1O)Nc1ccc2c(c1)OCCO2	0.7	5	-11	7	2	1	-2	7
Cc1ccc(NC(=O)COC(=O)C2(C)CC2(Cl)Cl)cc1S(=O)(=O)N1CCOCC1 (centres undefined)	0.0	-3	-1.1	-28	-3	10	-3	4
CC(=O)Nc1cnc(-c2ccc(O)cc2C)cn1	0.1	11	2.7	2	-2	-9	x	8
O=C(C[C@H]1C=C[C@@H](NC(=O)Nc2ccccc2)[C@@H](CO)O1)NCc1ccccn1	-0.4	-1	-0.8	15	-2	-16	35*	-1
Cc1ccccc1NC(=O)c1cc(S(=O)(=O)N2CCCCC2)cs1	x	-3	x	2	x	x	-4	1
Cn1nc(C(F)(F)F)c(-c2cccc(C(F)(F)F)c2)c1NC(=O)c1cccnc1	0.0	x	-1.1	-15	x	-19	0	2
CC(Oc1ccccc1)C(=O)N1CCN(C(=O)C(C)Oc2ccccc2)CC1 (centres undefined)	0.0	-2	-2.6	12	0	-6	-6	8
O=C(NC1CCN(Cc2ccccc2)CC1)c1ccc(S(=O)(=O)NCc2ccco2)cc1	0.0	14	2.7	4	-3	-35	-5	-1
O=C(Nc1cccc(C(=O)O)c1)/C(=C\c1ccc2c(c1)OCO2)NC(=O)c1ccccc1Cl	0.0	-5	-2.5	-14	-116	-11	-5	8
C/C=C/c1ccc2c(c1)O[C@H](CN(C)C(=O)NC1CCCCC1)[C@H](C)CN([C@@H](C)CO)S2(=O)=O	-0.1	3	2.4	-15	-2	11	-1	1
CCN(CC)c1ccc(C(=O)OCC(=O)Nc2sccc2C#N)cc1	-0.1	x	x	-1	-6	-23	-4	x
C[C@@H]1CCCCO[C@@H](CN(C)Cc2ccc(Cl)c(Cl)c2)[C@@H](C)CN([C@H](C)CO)C(=O)c2cc(NC(=O)NC3CCCCC3)ccc2O1	-0.5	-8	1.9	3	0	-12	1	5
Clc1ccc(Oc2ccccc2)c2ncccc12	0.0	6	x	26	4	-9	-3	3
CC(C)Cc1cc(C(=O)N(C)C2CCCN(Cc3ccccc3F)C2)n(C)n1 (centres undefined)	0.0	-3	-2.2	-20	1	-11	0	1

Bioassay records from PubChem BioAssay.
